p97 inhibitor – inhibitors of human p97 ATPase. P55072. recombinant p97 ATPase, Kinase-Glo ATP luminescence, 3 h. inhibition, % at 8 µM. actives 0.42% (n = 220,000); in the data active = inhibition above about 15%;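 also: 0% = DMSO vehicle and 100% = wells lacking enzyme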
RBBP9 inh – human RBBP9 hydrolase inhibition; recombinant RBBP9, FP-Rh probe fluorescence polarization; O75884; actives 0.2% (n = 220,000); inhibition, % at 7.94 µM; AID 1515;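 active = inhibition above the campaign mean of all tested compounds plus 3 SD, cut at about 14% in these data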;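 also: plate controls were DMSO wells with RBBP9 for no effect and wells lacking RBBP9 protein for full effect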
Target sequence (O75884 whole entry, looked up): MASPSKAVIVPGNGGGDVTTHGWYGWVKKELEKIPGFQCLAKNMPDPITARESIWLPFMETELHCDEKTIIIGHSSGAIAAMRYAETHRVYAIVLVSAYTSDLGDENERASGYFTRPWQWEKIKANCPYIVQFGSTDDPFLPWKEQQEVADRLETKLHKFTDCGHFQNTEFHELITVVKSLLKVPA
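Controls: DMSO-treated enzyme wells and wells lacking RBBP9 | Material: RBBP9 protein | Technique: Fluorescence polarization | Replication: Single well per compound, no replicates | Buffer or medium: Tris-NaCl-Pluronic buffer, pH 8.0 | Timing: 30 min compound preincubation, 45 min probe labeling, 25 °C | Read-out basis: Percent inhibition from mP, scaled between DMSO and no-protein wells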
NPY2 pot ag – human NPY-Y2 potentiation or agonism, primary screen. activation, % at 3.6 µM. AID 1359. P49146. actives 0.45% (n = 220,000). cells expressing NPY-Y2, potentiator/agonist read-out; in the data active = activation above about 27%;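 also: cells stimulated with NPY near EC25 plus isoproterenol at EC100; 0% = vehicle plus submaximal agonist and 100% = vehicle plus saturating agonist; some results beyond the cut were filed as inactive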
Runt-SMMHC FRET – blocks binding of human RUNX1 Runt domain to CBFb-SMMHC; Q01196+Q13951; Cerulean-Runt/Venus-CBFb-SMMHC FRET ratio 530/480, 1 h; inhibition, % at 20 µM; actives 0.74% (n = 220,000); AID 1434;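 active = mean inhibition across duplicate retests at 20 µM reaching about 50%, limit read from the data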;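 also: 0% = DMSO wells and 100% = wells with excess untagged CBFb-SMMHC; inhibitors lower the FRET ratio by blocking Runt binding to CBFb-SMMHC; some results filed as inactive read as strong as hits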
Runt-CBFb FRET – blocks binding of human RUNX1 Runt domain to CBFb; Q01196+Q13951; Cerulean-Runt/Venus-CBFb FRET ratio 530/480, 1 h; inhibition, % at 20 µM; actives 0.46% (n = 220,000); AID 1496;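 active = inhibition over about 50% at 20 µM in the single-dose screen, limit read from the data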;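 also: 0% = DMSO wells and 100% = excess unlabeled CBFb competitor control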
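Assay system: Cerulean-Runt domain fusion protein, energy donor; Signal: fluorescence energy transfer, 422 nm excitation, 530/480 nm emission; Timing: 1 h compound exposure, room temperature; Control set: unlabeled CBFb; Medium: Tris buffer pH 7.5 with salts and BSA; Compound: single test concentration of 20 µM, 1% DMSO final; Probe or stimulus: Venus-CBFb 100 nM.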
NPY-Y1 antag – NPY-Y1 (human) receptor antagonism; HEK293-CNG Y1 cells, membrane potential fluorescence; NPY at EC95, then isoproterenol; P25929; AID 1040; actives 1% (n = 200,000); inhibition, % at 3.6 µM;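 active = inhibition above the campaign mean inhibition of all tested compounds plus 3 SD, cut at about 20% in these data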;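 also: 0% = DMSO wells given NPY plus isoproterenol and 100% = isoproterenol alone without NPY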
Target sequence (P25929 whole entry, looked up): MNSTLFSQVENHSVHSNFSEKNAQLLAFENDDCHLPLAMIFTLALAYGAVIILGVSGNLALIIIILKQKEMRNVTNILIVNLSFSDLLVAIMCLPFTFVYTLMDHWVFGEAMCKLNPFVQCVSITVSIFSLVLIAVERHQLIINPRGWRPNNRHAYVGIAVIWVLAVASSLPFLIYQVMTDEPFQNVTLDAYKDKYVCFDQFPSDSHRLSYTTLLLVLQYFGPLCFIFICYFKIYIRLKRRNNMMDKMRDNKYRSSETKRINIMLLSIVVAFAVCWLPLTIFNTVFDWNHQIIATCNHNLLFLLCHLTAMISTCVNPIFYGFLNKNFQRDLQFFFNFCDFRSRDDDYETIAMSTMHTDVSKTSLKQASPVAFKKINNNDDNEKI
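material = HEK293 cells with Y1 receptor plus CNG channel | also added = NPY 25 nM then isoproterenol 1 µM plus Ro 20-1724 25 µM | schedule = dye 3 h, compound 60 min room temperature, stimulation 45 min | measured by = membrane potential fluorescence | benchmarks = high control isoproterenol alone, low control NPY with isoproterenol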
NPY1 pot ag – human NPY-Y1 potentiation or agonism, primary screen; P25929; NPY-Y1 expressing cells, potentiator/agonist activation; activation, % at 3.6 µM; actives 0.37% (n = 220,000); AID 1304; in the data active = activation above about 33%, passing the limit was not always enough;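 also: cells stimulated with NPY at EC10 then isoproterenol at EC100; 0% = low agonist plus stimulus and 100% = saturating agonist plus stimulus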
Hck-Nef inh – inhibitors of human Hck kinase activated by Nef; P08631; Recombinant Hck-YEEI plus Nef, Z-Lyte FRET kinase assay; inhibition, % at 20 µM; actives 0.68% (n = 220,000); AID 463187;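 active = Hck-Nef kinase inhibition above about 50%, limit read from the data; inactive = inhibition below that limit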;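 also: 0% = DMSO with Hck plus Nef and 100% = Hck alone without Nef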
Target sequence (P08631 whole entry, looked up): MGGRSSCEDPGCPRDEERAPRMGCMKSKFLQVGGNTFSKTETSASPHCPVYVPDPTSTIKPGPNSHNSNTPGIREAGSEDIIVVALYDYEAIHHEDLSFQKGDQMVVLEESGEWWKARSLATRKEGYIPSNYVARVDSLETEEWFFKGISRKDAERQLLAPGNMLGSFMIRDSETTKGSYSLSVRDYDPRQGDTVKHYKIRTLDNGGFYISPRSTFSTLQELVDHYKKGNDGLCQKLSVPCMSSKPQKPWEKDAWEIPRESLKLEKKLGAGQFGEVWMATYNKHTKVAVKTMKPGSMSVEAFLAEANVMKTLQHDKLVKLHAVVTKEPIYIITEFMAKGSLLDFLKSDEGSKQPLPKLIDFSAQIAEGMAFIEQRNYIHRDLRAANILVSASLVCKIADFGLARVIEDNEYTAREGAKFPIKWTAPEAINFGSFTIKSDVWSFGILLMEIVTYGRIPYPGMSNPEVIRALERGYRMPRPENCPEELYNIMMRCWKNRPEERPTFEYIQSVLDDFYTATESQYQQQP
Mdm2 ligase inh – blocks human Mdm2 ubiquitin ligase activity; actives 0.11% (n = 210,000); signal enhancement, % at 5 µM; AID 1230; cell-based MDM2 ubiquitination luciferase reporter, 2 h; 0 = plate control, 100 = twice control, blank-subtracted;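 active = signal enhancement of 30% or more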;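 also: luminescence tracks abundance of the self-degrading MDM2-luciferase fusion protein; higher signal means inhibition of MDM2 E3 ligase activity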
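Test system: mammalian cells stably expressing self-ubiquitinating, self-degrading MDM2 E3–luciferase fusion; Amount: 2000 cells in each well; Medium: DMEM; Schedule: 4 h settle plus 2 h compound, 37 °C; Technique: SteadyLite luciferase luminescence after 15 min room-temperature reagent incubation; Benchmarks: plate control and blank wells.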
* = called active by the depositor.

`O=C(COc1ccc(C(=O)O)cc1)Nc1cccc(C(F)(F)F)c1` gave p97 inhibitor 0, RBBP9 inh -9, NPY2 pot ag -10, Runt-SMMHC FRET 3, Runt-CBFb FRET 2, NPY-Y1 antag -2, NPY1 pot ag -5, Hck-Nef inh 27 and Mdm2 ligase inh 7.
Screening CCc1ccc(C2CC(c3ccccc3Cl)Nc3nc(N)nn32)cc1 (configuration not stated) returned p97 inhibitor -2, RBBP9 inh -4, NPY2 pot ag -12, Runt-SMMHC FRET 1, Runt-CBFb FRET -1, NPY-Y1 antag 1, NPY1 pot ag -5, Hck-Nef inh 3 and Mdm2 ligase inh -11.
Screening CC(C)(NO)/C(=N\O)c1ccc(Cl)cc1 returned p97 inhibitor 2, RBBP9 inh 3, NPY2 pot ag -13, Runt-SMMHC FRET 1, Runt-CBFb FRET 3, NPY-Y1 antag -4, NPY1 pot ag 0 and Hck-Nef inh 1.
For CC(C(=O)Nc1cccc(Br)c1)c1ccc([N+](=O)[O-])cc1 (configuration not stated) the results were p97 inhibitor -1, RBBP9 inh -10, NPY2 pot ag 15, Runt-SMMHC FRET -5, Runt-CBFb FRET -1, NPY-Y1 antag 0, NPY1 pot ag -2, Hck-Nef inh 1 and Mdm2 ligase inh 2.
Screening Cc1nc2ncnn2c(C)c1CCC(=O)N1CCc2ccccc21 returned p97 inhibitor 2, RBBP9 inh -8, NPY2 pot ag -4, Runt-SMMHC FRET 2, Runt-CBFb FRET 0, NPY-Y1 antag 3, NPY1 pot ag -3, Hck-Nef inh -2 and Mdm2 ligase inh -8.
For O=C(Nc1cccc(F)c1)Nc1ccccn1 the results were p97 inhibitor 3, RBBP9 inh -4, NPY2 pot ag 5, Runt-SMMHC FRET -1, Runt-CBFb FRET -2, NPY-Y1 antag -2, NPY1 pot ag 12, Hck-Nef inh 2 and Mdm2 ligase inh -13.
`COC(=O)CSc1c(-c2ccccc2)c2cc(Cl)ccc2[nH]c1=O` gave p97 inhibitor -6, RBBP9 inh -8, NPY2 pot ag 4, Runt-SMMHC FRET -1, Runt-CBFb FRET -5, NPY-Y1 antag -4, NPY1 pot ag -5, Hck-Nef inh 2 and Mdm2 ligase inh -12.
Screening COCCN1C=C2C(=O)C(C)(OC(=O)c3cccs3)C(=O)C=C2C=C1CCCC(=O)OC (configuration not stated) returned Runt-SMMHC FRET -1, Runt-CBFb FRET 2, Hck-Nef inh 13 and Mdm2 ligase inh 14.
Cc1ccc(C2=Nc3ccccc3N=C(c3ccc([N+](=O)[O-])cc3)C2)c(O)c1 was read as p97 inhibitor 2, RBBP9 inh 2, NPY2 pot ag 0, Runt-SMMHC FRET -4, Runt-CBFb FRET 0, NPY-Y1 antag 4, NPY1 pot ag 7, Hck-Nef inh 1 and Mdm2 ligase inh -9.
Screening CCOC(=O)C1(Cc2cccc(F)c2)CCN(C(=O)COC)CC1 returned p97 inhibitor -2, RBBP9 inh -3, NPY2 pot ag -9, Runt-SMMHC FRET 0, Runt-CBFb FRET -1, NPY1 pot ag -5, Hck-Nef inh 22 and Mdm2 ligase inh -1.
For c1ccc(-c2cn3c4c(sc3n2)CCCC4)cc1 the results were p97 inhibitor -16, RBBP9 inh -1, NPY2 pot ag -3, Runt-SMMHC FRET -2, Runt-CBFb FRET -7, NPY-Y1 antag 1, NPY1 pot ag -8, Hck-Nef inh 2 and Mdm2 ligase inh -96.
`NNC(=O)c1cc(-c2ccccc2)sc1N` gave p97 inhibitor 5, RBBP9 inh 4, NPY2 pot ag 5, Runt-SMMHC FRET 1, Runt-CBFb FRET 13, NPY1 pot ag 0, Hck-Nef inh 13 and Mdm2 ligase inh -11.
For COC(=O)c1cccc(-n2nnnc2SCC(=O)Nc2nc3c(s2)CCCC3)c1 the results were p97 inhibitor 2, RBBP9 inh -4, NPY2 pot ag -15, Runt-SMMHC FRET 2, Runt-CBFb FRET -1, NPY-Y1 antag 4, NPY1 pot ag 8, Hck-Nef inh -1 and Mdm2 ligase inh 0.
Screening CC1CC1C(=O)Nc1ccc(-c2ccccc2)cc1 (configuration not stated) returned p97 inhibitor 3, RBBP9 inh -3, NPY2 pot ag 0, Runt-SMMHC FRET -6, Runt-CBFb FRET -3, NPY-Y1 antag -3, NPY1 pot ag 15, Hck-Nef inh 2 and Mdm2 ligase inh -5.
Screening CCc1ccc(NC(=O)N[C@H](C(=O)O)C(C)CC)cc1 (some centres not stated) returned p97 inhibitor 0, RBBP9 inh 4, NPY2 pot ag -6, Runt-SMMHC FRET 1, Runt-CBFb FRET 2, NPY1 pot ag 10, Hck-Nef inh -2 and Mdm2 ligase inh 4.
`O=C(c1ccc2c(c1)OCO2)C1CCCN(C(=O)c2cnn(Cc3ccccc3)c2)C1` (configuration not stated) gave p97 inhibitor 2, RBBP9 inh 0, NPY2 pot ag -3, Runt-SMMHC FRET -2, Runt-CBFb FRET -1, NPY-Y1 antag 0, NPY1 pot ag -1, Hck-Nef inh 7 and Mdm2 ligase inh 0.
`CCOC(=O)C1C(=O)C=C(C)C(C(=O)OCC)C1c1ccc(OC)cc1` (configuration not stated) gave p97 inhibitor 0, RBBP9 inh -5, NPY2 pot ag -7, Runt-SMMHC FRET 0, Runt-CBFb FRET 5, NPY-Y1 antag 14, NPY1 pot ag -12, Hck-Nef inh 0 and Mdm2 ligase inh -30.
Cc1ccc(CNC(=O)C23CN(Cc4ccccc4)CC2C(c2ccc([N+](=O)[O-])cc2)=NO3)o1 (configuration not stated) was read as p97 inhibitor 2, RBBP9 inh 5, NPY2 pot ag 0, Runt-SMMHC FRET 0, Runt-CBFb FRET 1, NPY-Y1 antag 9, NPY1 pot ag 3, Hck-Nef inh -1 and Mdm2 ligase inh -16.
`CCN(CC(=O)NC1CCS(=O)(=O)C1)c1nc(-c2cccnc2)nc2ccccc12` (configuration not stated) gave p97 inhibitor -3, RBBP9 inh -12, NPY2 pot ag 2, Runt-SMMHC FRET 1, Runt-CBFb FRET -1, NPY-Y1 antag 2, NPY1 pot ag -2, Hck-Nef inh 0 and Mdm2 ligase inh -10.
O=C(Cn1nc(-c2ccc(Cl)cc2)ccc1=O)N1CCN(c2ccccc2)CC1 was read as p97 inhibitor -4, RBBP9 inh -7, NPY2 pot ag -10, Runt-SMMHC FRET -8, Runt-CBFb FRET -8, NPY-Y1 antag -10, NPY1 pot ag 4, Hck-Nef inh 0 and Mdm2 ligase inh -15.

Structures shown so far containing an aryl thioether with sulfur outside any ring (2):
`COC(=O)CSc1c(-c2ccccc2)c2cc(Cl)ccc2[nH]c1=O` gave p97 inhibitor -6, RBBP9 inh -8, NPY2 pot ag 4, Runt-SMMHC FRET -1, Runt-CBFb FRET -5, NPY-Y1 antag -4, NPY1 pot ag -5, Hck-Nef inh 2 and Mdm2 ligase inh -12.
For COC(=O)c1cccc(-n2nnnc2SCC(=O)Nc2nc3c(s2)CCCC3)c1 the results were p97 inhibitor 2, RBBP9 inh -4, NPY2 pot ag -15, Runt-SMMHC FRET 2, Runt-CBFb FRET -1, NPY-Y1 antag 4, NPY1 pot ag 8, Hck-Nef inh -1 and Mdm2 ligase inh 0.

Further structures.
Screening O=C(Nc1ccc2c(c1)CCC2)c1ccc(Br)s1 returned p97 inhibitor 5, RBBP9 inh -4, NPY2 pot ag -4, Runt-SMMHC FRET 0, Runt-CBFb FRET -2, NPY-Y1 antag 0, NPY1 pot ag 4, Hck-Nef inh -9 and Mdm2 ligase inh -16.
`COc1ccc(O)c(CN2CCN(C/C=C/c3ccccc3)CC2)c1` gave p97 inhibitor 3, RBBP9 inh -3, NPY2 pot ag 4, Runt-SMMHC FRET 3, Runt-CBFb FRET 0, NPY-Y1 antag -2, NPY1 pot ag 5, Hck-Nef inh -12 and Mdm2 ligase inh -21.
`COC(=O)CSc1cc(C)nc(SC)n1` gave p97 inhibitor 5, RBBP9 inh 0, NPY2 pot ag -5, Runt-SMMHC FRET 1, Runt-CBFb FRET 0, NPY-Y1 antag -2, NPY1 pot ag 5, Hck-Nef inh 3 and Mdm2 ligase inh -7.
Screening Cc1cc(N2CCCC2)nc2ccc(NC(=S)NCCCN3CCC(C)CC3)cc12 returned p97 inhibitor -2, RBBP9 inh -11, NPY2 pot ag -17, Runt-SMMHC FRET -7, Runt-CBFb FRET -1, NPY-Y1 antag 12, NPY1 pot ag -22, Hck-Nef inh 15 and Mdm2 ligase inh -12.
`CCCSc1nnc(NC(=O)Nc2ccccc2OC)s1` gave p97 inhibitor -8, RBBP9 inh -11, NPY2 pot ag -33, Runt-SMMHC FRET 1, Runt-CBFb FRET 0, NPY1 pot ag 1, Hck-Nef inh 13 and Mdm2 ligase inh -1.
N#CCC1c2ccccc2CCN1C(=O)Nc1cccc(Cl)c1 (configuration not stated) was read as p97 inhibitor -1, RBBP9 inh -5, NPY2 pot ag -5, Runt-SMMHC FRET -1, Runt-CBFb FRET -3, NPY-Y1 antag 8, NPY1 pot ag 5, Hck-Nef inh 1 and Mdm2 ligase inh -12.
`CS(=O)(=O)Cc1cc(Sc2ccccc2)nc(-c2ccncc2)n1` gave p97 inhibitor -10, RBBP9 inh -9, NPY2 pot ag 7, Runt-SMMHC FRET -12, Runt-CBFb FRET -1, NPY-Y1 antag 7, NPY1 pot ag -2, Hck-Nef inh 22 and Mdm2 ligase inh -5.
For COc1ccc(CNC(=O)CN(c2cccc([N+](=O)[O-])c2)S(C)(=O)=O)cc1 the results were p97 inhibitor 5, RBBP9 inh 0, NPY2 pot ag 6, Runt-SMMHC FRET 0, Runt-CBFb FRET -1, NPY-Y1 antag 1, NPY1 pot ag 14, Hck-Nef inh 11 and Mdm2 ligase inh -2.
For O=[N+]([O-])c1cccc(-c2ccc(C(=S)N3CCN(c4ccc(F)cc4)CC3)o2)c1 the results were p97 inhibitor 1, RBBP9 inh -2, NPY2 pot ag 0, Runt-SMMHC FRET 3, Runt-CBFb FRET 9, NPY-Y1 antag 4, NPY1 pot ag -8, Hck-Nef inh 2 and Mdm2 ligase inh -9.
For OCCCn1c(-c2ccccc2)csc1=Nc1ccccc1 the results were p97 inhibitor -1, RBBP9 inh 7, NPY2 pot ag 2, Runt-SMMHC FRET -3, Runt-CBFb FRET -1, NPY-Y1 antag 2, NPY1 pot ag 10, Hck-Nef inh 9 and Mdm2 ligase inh 4.

Screens deposited in PubChem BioAssay by several laboratories.
